influenza NS1A: H1N1 influenza NS1A inhibitors, functional cell based assay (AID 504329). NS1A functional cell-based assay, percent inhibition; higher % means a stronger effect. one-dose inhibition, % at 12.5 µM; IC50 in µM for titrated hits. 340,000 tested, 0.3% active; in the data active means a potency from the dose series; inconclusive means inhibition above about 27% without an active follow-up result; further: strong numbers were not always called active
PhoP GFP inhibition: PhoP regulon inhibitors, Salmonella typhi PhoP promoter GFP reporter, confirmatory (AID 1850); one-dose inhibition, % at 50 µM; IC50 in µM for titrated hits; 310,000 tested, 0.33% active; Salmonella Typhi PhoP-promoter GFP reporter, fluorescence, 4 h; higher % means a stronger effect; in the data active means a potency from the dose series; inconclusive means inhibition mostly from about 25% at the one dose, without a potency; inactive means the rest, 99 in 100 with inhibition below about 19%;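 further: 0% = induced wells with vehicle and 100% = uninduced wells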
VEEV TC-83 Vero: inhibitors of VEEV TC-83 cytopathic effect, confirmation, Vero cells (AID 588727); inhibition, % at 20 µM, or IC50 in µM where a hit was titrated; Vero cells, VEEV TC-83 cytopathic effect inhibition; higher % means a stronger effect; 350,000 tested, 0.13% active; in the data active means a potency from the dose series; inconclusive means inhibition mostly from about 14% at the one dose, without a potency; inactive means the rest, 99 in 100 with inhibition below about 12%; further: strong numbers were not always called active
H37Rv inhibition: M. tuberculosis growth inhibition, HTS (AID 449762). 330,000 tested, 0.59% active. inhibition, % at 25 µM; hits with a dose series show IC50 in µM. M. tuberculosis H37Rv growth inhibition, 7H9 media; higher % means a stronger effect; in the data active means a potency from the dose series; inconclusive means inhibition above about 70% without an active follow-up result;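 further: bacterial growth assessed after seven days of incubation; strong numbers were not always called active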
M. tuberculosis: growth inhibition of non-replicating M. tuberculosis (AID 488890); Mycobacterium tuberculosis non-replicating, growth inhibition; higher % means a stronger effect; one-dose inhibition, % at 25 µM; IC50 in µM for titrated hits; 320,000 tested, 0.39% active; in the data active means a potency from the dose series; inconclusive means inhibition mostly from about 82% at the one dose, without a potency; inactive means the rest, 99 in 100 with inhibition below about 76%;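 further: plate controls were DMSO cells for no effect and high antibiotic wells for full effect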
VEEV TC-83 Vero 10K pilot screen: recorded beside VEEV TC-83 Vero, whose call it bears; inhibition, %; measured here: 10K pilot screen inhibition
The depositor's hits bear a star; i = inactive; ? = inconclusive; / = not tested or not shown; & = joins results of further samples.

SMILES | influenza NS1A | PhoP GFP inhibition | VEEV TC-83 Vero | H37Rv inhibition | M. tuberculosis | others
Cn1nnnc1SCC(=O)NCc1cccc(C(=O)O)c1 | -7% | 2% | i | -18% | -11%
CC(=O)Nc1cc(-c2ccc(F)cc2)[nH]n1 | -1% | 5% | 0.8% | -9% | -3%
COc1ccc(N2C(=O)CSC2c2ccc([N+](=O)[O-])cc2)cc1 (stereo not drawn) | -3% | -12% | 0.2% | 2% | 0%
COc1ccccc1NC(=O)c1ccc(-n2cccn2)nc1 | 7% | 0% | 1.0% | -3% | 10%
O=C(NCc1cccs1)c1ccc(S(=O)(=O)N2CCCCC2)cc1 | 6% | 4% | i | -2% | -4%
COc1cccc(/C=C2\N=C3CCCCCN3C2=O)c1 | -10% | 3% | 7.3% | 2% | 5%
CC(=O)c1ccc(S(=O)(=O)N2CCN(C(=O)c3cccc(S(=O)(=O)N4CC(C)OC(C)C4)c3)CC2)cc1 (stereo not drawn) | -7% | / | 3.6% | / | /
CCCCN(CC(=O)NC1CCCC1)C(=O)C(=O)Nc1ccc2c(c1)OCCO2 | -6% | 10% | i | 3% | 4%
O=C1c2ccccc2C(=O)N1CC(=O)N1c2ccccc2Sc2ccc(C(F)(F)F)cc21 | 11% | -2% | 0.8% | -12% | 0%
CCCCCCc1nnc(N)s1 | 10% | 11% | 1.5% | -2% | 12%
O=C(O)CSc1nnc(-c2ccc3c(c2)OCO3)o1 | -24% | 7% | 1.7% | -3% | 12%
C=C(C)[C@@H]1CC=C(CN2CCC(CCOC)(C(=O)OCC)CC2)CC1 | -5% | -4% | 1.3% | -3% | 14%
CS(=O)(=O)N(CC(=O)Nc1ccc(F)cc1F)C1CCCCC1 | -2% | 2% | i | 3% | -9%
COc1cc(-c2nc(CN3CCCN(C(=O)c4ccco4)CC3)c(C)o2)ccc1F | -1% | 3% | 5.4% | 0% | -3%
C=C1CCN([C@@H](Cc2ccccc2)C(=O)Nc2ccc(OC)cc2)S(=O)(=O)c2ccccc21 | -9% | 0% | 2.0% | 4% | 25%
COC(=O)c1c(-c2ccccc2)csc1NC(=O)CSc1ncnc2sc(C)c(C)c12 | -4% | -4% | 1.9% | 7% | 23%
CC1=C(C(=O)OCC2CCCO2)C(c2ccc(Cl)cc2)NC(=O)N1 (stereo not drawn) | -2% | 6% | 1.8% | -2% | -6%
CCc1cc2c(s1)N(CC(=O)OC)C(=O)CN=C2c1ccccc1OC | -4% | -4% | 1.1% | 0% | 0%
Cc1ccc(-n2c(C)cc(/C=N/NC(=O)c3ccncc3)c2C)c(C)c1 | -1% | -8% | 0.3% | ? | 74% | VEEV TC-83 Vero 10K pilot screen=3.9
CCOC(=O)c1c(NC(=O)C2C3CCC(O3)C2C(=O)O)sc(C)c1-c1ccc(C)cc1 (stereo not drawn) | 0% | -3% | 0.8% | -13% | 8%
CN1CCN(NC(=O)c2cn(-c3ccccc3)nc2-c2ccc(OC(F)F)cc2)CC1 | 4% | 7% | ? | 5% | 3%
CC(NC(=O)C1CCC(C(=O)NC(C)c2ccccc2)CC1)c1ccccc1 (stereo not drawn) | -3% | 5% | i | 2% | -10%
COc1ccc(NC(=S)NC(=O)C2CCC2)cc1 | 5% | -4% | 4.0% | 0% | ?
COc1ccc(-c2cc([C@H]3[C@H]4C=CC[C@@H](C)[C@@H]4C(=O)N3Cc3ccccc3)ccc2F)cc1OC | -1% | 6% | i | 3% | 11%
O=C(COc1ccccc1)N(CCc1ccccc1)c1nc(-c2ccc(F)cc2)cs1 | -1% | 0% | i | -1% | -5%

Quoted at random: 3 records from the list, in no set order.
SMILES | influenza NS1A | PhoP GFP inhibition | VEEV TC-83 Vero | H37Rv inhibition | M. tuberculosis | others
O=C(O)CSc1nnc(-c2ccc3c(c2)OCO3)o1 | -24% | 7% | 1.7% | -3% | 12%
C=C(C)[C@@H]1CC=C(CN2CCC(CCOC)(C(=O)OCC)CC2)CC1 | -5% | -4% | 1.3% | -3% | 14%
O=C(COc1ccccc1)N(CCc1ccccc1)c1nc(-c2ccc(F)cc2)cs1 | -1% | 0% | i | -1% | -5%

Returning to the listing with the 4 entries that preceded the break.
SMILES | influenza NS1A | PhoP GFP inhibition | VEEV TC-83 Vero | H37Rv inhibition | M. tuberculosis | others
CC(NC(=O)C1CCC(C(=O)NC(C)c2ccccc2)CC1)c1ccccc1 (stereo not drawn) | -3% | 5% | i | 2% | -10%
COc1ccc(NC(=S)NC(=O)C2CCC2)cc1 | 5% | -4% | 4.0% | 0% | ?
COc1ccc(-c2cc([C@H]3[C@H]4C=CC[C@@H](C)[C@@H]4C(=O)N3Cc3ccccc3)ccc2F)cc1OC | -1% | 6% | i | 3% | 11%
O=C(COc1ccccc1)N(CCc1ccccc1)c1nc(-c2ccc(F)cc2)cs1 | -1% | 0% | i | -1% | -5%
C=CCn1c(SC/C=C/c2ccccc2)nnc1-c1sc(N)nc1C | -1% | 7% | 9.0% | 2% | 11%
COC(=O)c1c(NC(=O)CC2SC(N)=NC2=O)sc2c1CCC(C(C)(C)C)C2 (stereo not drawn) | 3% | -6% | i | 34µM* | 49%
CCN(CC)C(=O)c1sc2nc(-c3ccncc3)[nH]c(=O)c2c1C | -7% | -17% | 0.6% | -5% | -3% | VEEV TC-83 Vero 10K pilot screen=0.9
CC(=O)Oc1cccc(C(=O)Nc2cccc(C(=O)Nc3ccccc3C(=O)O)c2)c1 | -8% | -7% | 2.4% | 0% | 16%
CCOc1cc(/C=C2/N=C(c3ccc(C(C)(C)C)cc3)OC2=O)cc(Cl)c1OS(C)(=O)=O | 5% | -14% | i | 5% | 14% | VEEV TC-83 Vero 10K pilot screen=3.1
C[C@@H]1O[C@@H](O[C@H]2C[C@@H](O)[C@]3(CO)[C@H]4[C@H](O)C[C@]5(C)[C@@H](C6COC(=O)C6)CC[C@]5(O)[C@@H]4CC[C@]3(O)C2)[C@H](O)[C@H](O)[C@H]1O (stereo partly drawn) | -1% | -19%&0% | ? | 1% | -6%
Cc1cc(-c2nc3cc(F)ccc3s2)ccc1N | -25% | / | 0.8% | / | /
CC1=C(C(=O)Nc2ccccc2C(F)(F)F)C(c2ccc(C)s2)NC(=S)N1 (stereo not drawn) | -3% | 5% | 6.4% | -2% | 16%
Cc1cc(N2CCCCC2)nc2ccc(NC(=O)CCC(=O)NCCC(C)C)cc12 | 3% | -6% | 3.4% | -7% | 30%
O=C(O)c1ccc2c(c1)C(=O)N(NC(=O)c1ccccc1)C2=O | -5% | -13% | 0.3% | -4% | /
O=[N+]([O-])c1cc(S(=O)(=O)c2ccc(N3CCCCC3)c([N+](=O)[O-])c2)ccc1N1CCCCC1 | 4% | -1% | 0.5% | 0% | -10%
CCCC(=O)N1CCN(c2ccc(NC(=O)C(C)(C)C)cc2)CC1 | 0% | -7% | 1.1% | -3% | 4%
Cc1cnc(NC(=O)CC2OC(=O)c3ccccc32)s1 (stereo not drawn) | -10% | / | 3.2% | / | /
CCN(CC(=O)Nc1ccc(OC)cc1)C(=O)CSCc1ccc(C)cc1 | 8% | / | 2.0% | -6% | 26%
OC(CNC1CCCC1)COc1c(F)cc(Br)cc1F (stereo not drawn) | 5% | -6% | 0.3% | 3% | 7%
Cc1cc(C)cc(OCC(=O)OCCN2C(=O)c3ccccc3C2=O)c1 | -2% | 0% | i | ? | 67%
COc1ccc(CCC(=O)NNC(=S)Nc2cccc(C(C)=O)c2)cc1 | 4% | 0% | 1.2% | 5% | 6%
COC(=O)CSc1nc(N)c(C#N)c(-c2ccc(O)cc2)c1C#N | 1% | 1% | 1.5% | -4% | 23%
COc1ccc(N2CCN(S(=O)(=O)CCNC(=O)C3CC3)CC2)cc1 | 0% | 5% | 1.1% | -10% | -7%
CCCN(CCC)S(=O)(=O)c1ccc(C(=O)N2CCN(C)CC2)cc1 | -7% | -2% | i | -4% | 4%
C/C(=N\OCC(=O)N/N=C/c1ccccc1)c1cccs1 | 9% | -1% | 0.3% | 23% | 9%
CCOc1ccc(C(=O)n2cc(C(=O)OC)c3ccccc32)cc1 | -15% | -3% | i | 9% | 25%
O=C(/C=C/Nc1ccccc1Oc1ccccc1)c1ccco1 | 6% | -5% | 0.9% | 62% | 50%
Cc1ccc(NC(=O)CSc2nc3sc(C)cc3c(=O)n2C)cc1 | 0% | 16% | 1.5% | 6% | 11%
CCN(CC)CCSc1nc(O)c(-c2ccccc2)c(=O)[nH]1 | -4% | -4% | 3.2% | 8% | 13%

(next part)
SMILES | influenza NS1A | PhoP GFP inhibition | VEEV TC-83 Vero | H37Rv inhibition | M. tuberculosis | others
Cc1ccc(S(=O)(=O)NCc2ccccc2)cc1C(=O)NCC1CCCO1 (stereo not drawn) | -16% | -6% | 0.5% | 8% | -6%
CC1=NN(c2cccc(F)c2)C(=O)/C1=C/c1ccc(N(C)C)cc1 | 15% | -6% | 1.6% | 3% | 14%
CCOC(=O)C1CCN(C(=O)CCc2ccc(S(=O)(=O)NC(C)C)cc2)CC1 | -3% | -2% | i | -2% | -12%
COc1cc2c(cc1OC)C(COc1ccccc1OC)N(C(=O)c1ccco1)CC2 (stereo not drawn) | 3% | -8% | 6.8% | 4% | 23%
COCCCn1cnc2c(c1=O)c1nc3ccccc3nc1n2-c1ccc(C)cc1 | -18% | -26% | 0.9% | 14% | 18%
O=C(CCCn1c(=O)oc2ccccc21)NNC(=O)COc1ccc(F)cc1 | -6% | / | 0.3% | 1% | -6%
Cc1ccc(CNS(=O)(=O)c2ccc(C(C)(C)C)cc2)n1C | 3% | 19% | 1.3% | -14% | 30%
O=C(N/N=C/c1ccncc1)c1cccc([N+](=O)[O-])c1 | / | -8% | / | 18% | 21%
C=CCn1c(SCc2nc3ccccc3[nH]2)nnc1-c1cccc(OC)c1 | -3% | -3% | 3.5% | 1% | 14%
CS(=O)(=O)c1ccc(Cl)c(NC(=O)COC(=O)c2ncc(Cl)c(Cl)c2Cl)c1 | -4% | 3% | i | -4% | -17%
CC(=O)OC(C)(C)C1Cc2cc3ccc(=O)oc3cc2O1 (stereo not drawn) | -6% | -4% | 1.7% | -2% | -5%
c1ccc(C(Nc2cccnc2)c2ccccc2)cc1 | 9% | / | 7.5% | / | /
Cn1c(=O)[nH]c(=O)c2c1nc(Br)n2Cc1ccccc1Cl | 3% | -2% | 3.6% | 1% | 8%
Cc1c(O)ccc2c3c(c(=O)oc12)CCC(C)C3 (stereo not drawn) | 3% | -18% | 6.0% | 40% | 4%
C=CCN(C(=O)CCC(=O)O)C1CC(=O)N(c2ccc(OCCC)cc2)C1=O (stereo not drawn) | -4% | -1% | 1.6% | -5% | 10%

Arranged by length of the SMILES (lowest first): some entries from above
SMILES | influenza NS1A | PhoP GFP inhibition | VEEV TC-83 Vero | H37Rv inhibition | M. tuberculosis | others
c1ccc(C(Nc2cccnc2)c2ccccc2)cc1 | 9% | / | 7.5% | / | /
Cn1c(=O)[nH]c(=O)c2c1nc(Br)n2Cc1ccccc1Cl | 3% | -2% | 3.6% | 1% | 8%
C=CCn1c(SCc2nc3ccccc3[nH]2)nnc1-c1cccc(OC)c1 | -3% | -3% | 3.5% | 1% | 14%
O=C(CCCn1c(=O)oc2ccccc21)NNC(=O)COc1ccc(F)cc1 | -6% | / | 0.3% | 1% | -6%

High-throughput results (PubChem)
